# Screening data (PubChem)
# KB-V1 MDR tox: KB-V1 MDR subline cytotoxicity. actives 3.4% (n = 400,000). KB-V1 MDR cells viability, CellTiter-Glo, 72 h. Potency, µM (top dose mostly 46.1 µM), inactives show at the top dose activity change, negative = cytotoxicity, most hits filed as cytotoxic; further: on the % scale 0 is the no-effect control and ±100 the full control effect; nearly all actives have a fitted effect of over 60% in size
#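 Compound-treated KB-V1 multidrug-resistant cells, 72 h, 37 degrees C; viability by CellTiter-Glo. Fitted qHTS curves give the values.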
# HT1080 IDH1KD tx: toxicity to HT-1080 IDH1 knockdown cells (counter line) | HT-1080 IDH1 knockdown viability, ATP luminescence, 48 h | Potency, µM (series often up to 46.1 µM), without a hit: at the top dose activity, negative = toxicity, most hits filed as cytotoxic | actives 2% (n = 360,000) | AID 686971;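 further: 0% = DMSO wells and -100% = cell-free medium wells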
#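 Assay cells: HT-1080 with IDH1 knockdown, 750 per well, RPMI/5% FBS. Exposure: 48 h at 37 °C following 2 h pre-incubation. Read: CellTiter-Glo luminescence; fitted concentration-response, curve class assigned.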
# SW480 rereplic: inducers of DNA re-replication in SW480 colon cancer cells | SW480 DNA re-replication, Hoechst DNA content imaging, 48 h | Potency, µM (titrated, usually from 46.1 µM), for inactives: at the highest dose re-replication activation, actives largely listed as activators | actives 1.8% (n = 340,000) | AID 624297; further: % of control where 0% means no effect; nearly all actives have a fitted effect of over 55% in size
#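 Quantitative HTS format with DMSO vehicle controls; 48 hr drug incubation at 37 C, then 40 min Hoechst staining and scanning imager measurement at 405 nm excitation.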
# GLP1R ag: GLP-1 receptor (human) agonism; P43220; HEK293 GLP-1R CRE-luciferase, luminescence, 4-6 h; cells express a hypersensitive GLP-1R form; Potency, µM (top dose mostly 45.6 µM), for inactives: at the highest dose activation, usual class: activators; actives 0.007% (n = 380,000); AID 624172; further: % of control where 0% means no effect
# Target sequence (P43220 whole entry, looked up): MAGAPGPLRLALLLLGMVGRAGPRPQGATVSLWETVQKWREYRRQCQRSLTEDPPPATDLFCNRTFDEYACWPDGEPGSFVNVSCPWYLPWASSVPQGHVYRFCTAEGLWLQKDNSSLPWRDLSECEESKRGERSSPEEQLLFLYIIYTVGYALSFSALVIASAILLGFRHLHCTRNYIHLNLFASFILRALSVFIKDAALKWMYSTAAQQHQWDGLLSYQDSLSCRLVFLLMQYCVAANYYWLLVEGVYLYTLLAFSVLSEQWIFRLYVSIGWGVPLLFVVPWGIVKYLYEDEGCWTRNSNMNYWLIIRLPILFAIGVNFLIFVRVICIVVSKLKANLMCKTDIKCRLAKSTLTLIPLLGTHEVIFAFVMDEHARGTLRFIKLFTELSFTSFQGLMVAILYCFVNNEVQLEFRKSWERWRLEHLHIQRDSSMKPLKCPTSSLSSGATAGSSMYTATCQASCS
# HT1080NT lethal: kills 2HG-producing HT-1080-NT fibrosarcoma cells; HT-1080-NT fibrosarcoma viability, CellTiter-Glo ATP luminescence, 48 h; Potency, µM (titrated, usually from 46.1 µM), for inactives: at the top dose activity, negative = less viability, actives largely listed as cytotoxic; actives 1.6% (n = 360,000);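 further: NT is the 2HG producing partner of a matched IDH1 knockdown line; 0% = DMSO-treated cells and -100% = media-only wells without cells; nearly all actives have a fitted effect of over 55% in size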
#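 Toxicity toward the 2HG-producing NT line was scored as %Activity, normalised to DMSO and no-cell wells, from CellTiter-Glo luminescence after 48 hours' treatment.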
# KB-3-1 cytotox: KB-3-1 parental cell cytotoxicity; actives 1.4% (n = 400,000); AID 1347075; Potency, µM (highest dose often 46.1 µM), inactives show at the highest dose activity change, negative = cytotoxic, most hits filed as cytotoxic; KB-3-1 viability, CellTiter-Glo ATP luminescence, 72 h; further: on the % scale 0 is the no-effect control and ±100 the full control effect; nearly all actives have a fitted effect of over 60% in size
#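 72 h, 37 °C compound treatment of KB-3-1 parental cells; CellTiter-Glo added, 10 min, luminescence read. Data corrected against DMSO-only plates and normalized before curve fitting.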
# TDP43 rescue: inhibitors of TDP-43 toxicity in yeast; TDP-43 expressing yeast growth rescue, BacTiter-Glo, 24 h; actives 1.8% (n = 410,000); Potency, µM (titrated, usually from 46.1 µM), without a hit: top-dose growth rescue (activation), most hits filed as activators; further: % of control where 0% means no effect; nearly all actives have a fitted effect of over 50% in size
#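 Luminescence from BacTiter-Glo reports growth of TDP-43-expressing yeast after 24 hr at 30 deg C with compound. Cells were raffinose-pregrown to mid-log, then seeded in galactose medium at OD600=0.02.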
# GLP1R inv ag: inverse agonists of human GLP-1 receptor | actives 1.6% (n = 410,000) | P43220 | Potency, µM (highest dose often 38.3 µM), inactives show top-dose activity change, negative = inhibition, hits mostly inhibitors | HEK293 GLP-1R CRE-luciferase, luminescence, 24 h; GLP-1R form is constitutively active; further: on the % scale 0 is the no-effect control and ±100 the full control effect; nearly all actives have a fitted effect of over 55% in size
#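 Inverse agonists were sought by their lowering of basal cAMP reporter luciferase output in HEK293 cells stably carrying constitutively active human GLP-1R, after 24 h compound treatment.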
# HEK293 tox: cytotoxic in the GLP-1 receptor inverse agonist counter-screen; HEK293 cAMP-luciferase reporter cells, luminescence, 24 h; Potency, µM (highest dose often 38.3 µM), inactives show top-dose activity change, negative = inhibition, most hits filed as inhibitors; actives 0.13% (n = 410,000);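 further: loss of luciferase light is scored as toxicity; on the % scale 0 is the no-effect control and ±100 the full control effect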
#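 Luminescence readout: signal drop marks cytotoxicity. Plated cells grew 12 h at 37 °C, 5% CO2, received 23 nL compound for 24 h, then got luciferase reagent, read after 12 min at RT.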
# Active calls of the source: *; ? = inconclusive; / = not tested or not shown; & = joins results of further samples; [ ] = another dose, or the depositor's remark. The call rests on the fitted dose curve; in most records, active means well fitted curve in the direction sought with a large enough effect; inconclusive means small, poorly fitted or top-dose-only effect, or another doubt; inactive means no such curve, though single readings can be large; an effect the other way counts as inactive or inconclusive. Potency means the concentration at half of the fitted maximal effect. Not a hit list (roughly 9.4% active in at least one column).
nr	Structure	KB-V1 MDR tox	HT1080 IDH1KD tx	SW480 rereplic	GLP1R ag	HT1080NT lethal
1	O=C(COc1coc(CN2CCc3ccccc32)cc1=O)Nc1ccc([N+](=O)[O-])cc1	19%	-10%	-5%	-14%	-3%
2	O=C(Cc1csc(-c2ccccc2)n1)Nc1ccc(C(F)(F)F)cc1	-3%	-7%	-5%	1%	-7%
3	COc1cc(NC(=O)COC(=O)CSc2ccc3ccccc3c2)c(C)cc1[N+](=O)[O-]	0%	12%	-5%	6%	6%
4	CCc1nc(CNC(=O)C2CCC(=O)N(Cc3ccccc3F)C2)no1 (centres undefined)	11%	26%	-11%	-1%	?
5	COCc1ccc(C(=O)NC2CC(C)(C)Cc3c2cnn3-c2ccc(C)cc2)o1 (centres undefined)	/	-2%	-2%	2%	-1%
6	O=C(CCN1C(=O)/C(=C/c2ccc(Cl)cc2)SC1=S)NC1C=CS(=O)(=O)C1 (centres undefined)	17%	-1%	?	-1%	-9%
7	COc1ccccc1Nc1nnc(SC(C)C(=O)NC2CC2)s1 (centres undefined)	-7%	-2%	-19%	-1%	-3%
8	CCCCCCc1nnc(NC(=O)c2ccco2)s1	-8%	0%	2%	0%	0%

nr	KB-3-1 cytotox	TDP43 rescue	GLP1R inv ag	HEK293 tox
1	9%	7%	11%	8%
2	-20%	-20%	?	8%
3	20%	-14%	4%	5%
4	-7%	5%	2%	7%
5	/	7%	?	-1%
6	1%	10%	-3%	10%
7	-26%	-9%	-8%	1%
8	-2%	?	12%	3%

# Some values from the entries so far:
# HEK293 tox, compound 2 → 8%
# HT1080 IDH1KD tx, compound 4 → 26%
# GLP1R inv ag, compound 1 → 11%
# HT1080NT lethal, compound 3 → 6%
# TDP43 rescue, compound 5 → 7%
# GLP1R ag, compound 8 → 0%
# GLP1R ag, compound 7 → -1%

# Single records, from the list above. Order of values: KB-V1 MDR tox	HT1080 IDH1KD tx	SW480 rereplic	GLP1R ag	HT1080NT lethal	KB-3-1 cytotox	TDP43 rescue	GLP1R inv ag	HEK293 tox
# CCc1nc(CNC(=O)C2CCC(=O)N(Cc3ccccc3F)C2)no1 (centres undefined) is entered as 11%	26%	-11%	-1%	?	-7%	5%	2%	7%
# O=C(COc1coc(CN2CCc3ccccc32)cc1=O)Nc1ccc([N+](=O)[O-])cc1 is entered as 19%	-10%	-5%	-14%	-3%	9%	7%	11%	8%

# Two successive entries from above, quoted:
nr	Structure	KB-V1 MDR tox	HT1080 IDH1KD tx	SW480 rereplic	GLP1R ag	HT1080NT lethal
7	COc1ccccc1Nc1nnc(SC(C)C(=O)NC2CC2)s1 (centres undefined)	-7%	-2%	-19%	-1%	-3%
8	CCCCCCc1nnc(NC(=O)c2ccco2)s1	-8%	0%	2%	0%	0%

nr	KB-3-1 cytotox	TDP43 rescue	GLP1R inv ag	HEK293 tox
7	-26%	-9%	-8%	1%
8	-2%	?	12%	3%

# Carrying on.
nr	Structure	KB-V1 MDR tox	HT1080 IDH1KD tx	SW480 rereplic	GLP1R ag	HT1080NT lethal
9	COc1cccc(CNC(=O)c2c3c(nc4ccccc24)C(=O)N(C2CCCCC2)C3)c1	6%	/	/	/	/
10	CCOc1cccc(OCCOCCN(C)C)c1	-23%	0%	0%	6%	-2%
11	O=C(O)[C@H]1CCCN1S(=O)(=O)c1cccc2cccnc12	1%	-2%	-4%	-4%	0%
12	CC(=O)Nc1ccc(C2(c3ccc(NC(C)=O)cc3)NC(=O)c3ccccc32)cc1	?	3%	-72%[inhibitor]	-6%	9%
13	CC(C)(C)c1ccc(Oc2ccc(NC(=O)c3cccs3)cn2)cc1	?	12µM*	-1%	27%	15µM*
14	CC(C)OC(=O)/C(=C/c1ccc2c(c1)c1ccccc1n2C)NC(=O)c1ccccc1	?	0%	9%	13%	-1%
15	Cc1cnn(C(=S)NCc2ccc(Cl)cc2)c1	?	?	?	-3%	?
16	CC(Sc1nnc2ccccn12)C(=O)Nc1ccc2c(c1)OCO2 (centres undefined)	1%	-9%	-1%	23%	-5%

nr	KB-3-1 cytotox	TDP43 rescue	GLP1R inv ag	HEK293 tox
9	4%	11%	?	-1%
10	1%	27%	3%	-1%
11	6%	10%	1%	0%
12	9%	8%	8%	-5%
13	?	20%	?	1%
14	-18%	3%	?	3%
15	-24%	24%	0%	-22%
16	5%	-15%[0.397 µM]	7%	0%

# Just TDP43 rescue, GLP1R inv ag and KB-3-1 cytotox, for some of the entries so far:
cpd | Structure | TDP43 rescue | GLP1R inv ag | KB-3-1 cytotox
10 | CCOc1cccc(OCCOCCN(C)C)c1 | 27% | 3% | 1%
16 | CC(Sc1nnc2ccccn12)C(=O)Nc1ccc2c(c1)OCO2 (centres undefined) | -15%[0.397 µM] | 7% | 5%
14 | CC(C)OC(=O)/C(=C/c1ccc2c(c1)c1ccccc1n2C)NC(=O)c1ccccc1 | 3% | ? | -18%

# (continued)
nr	Structure	KB-V1 MDR tox	HT1080 IDH1KD tx	SW480 rereplic	GLP1R ag	HT1080NT lethal
17	CCS(=O)(=O)N1CCC(C(=O)Oc2ccccc2)CC1	0%	?	-2%	-13%	17%
18	CC(C)(C)NC(=O)C(c1cccnc1)N(C(=O)c1csnn1)c1ccccc1 (centres undefined)	14%	7%	-24%	7%	8%
19	CCOC(=O)c1sc(NC(=O)Nc2ccccc2Cl)cc1C	21µM*	-6%	0%	-15%	-11%
20	CCOC(=O)Cn1cnc2c(C#N)c3n(c2c1=O)CCCCC3	-2%	3%	-6%	7%	-1%
21	CC(C)Cc1ccc(S(=O)(=O)Nc2ccc3[nH]c(=O)[nH]c3c2)cc1	?	0%	-22%	-3%	-3%
22	CCOC(=O)N1CCN(c2c(NCC3CCN(Cc4cccc(C)c4)CC3)c(=O)c2=O)CC1	?	-2%	0%	12%	1%
23	O=C1NC2(C=Cc3c(ccc4ccccc34)O2)Oc2ccccc21 (centres undefined)	?	?	?	6%	-15%
24	O=C(Oc1cccc2ccccc12)c1ccncc1	-9%	-14%	-10%	-5%	-2%

nr	KB-3-1 cytotox	TDP43 rescue	GLP1R inv ag	HEK293 tox
17	23%	-12%	16%	-8%
18	14%	25%	0%	1%
19	?	-12%	7.9µM*	?
20	7%	21%	1%	5%
21	-59%&-22%	6%&9%	10%&4%	2%&3%
22	27%	24%	9%	-3%
23	?	12%	?	?
24	-7%	0%	0%	-3%

# The results go on:
nr	Structure	KB-V1 MDR tox	HT1080 IDH1KD tx	SW480 rereplic	GLP1R ag	HT1080NT lethal
25	COC(=O)c1ccc(CNC(=O)Cn2nnnc2CN(C)C(C)C)cc1	14%	10%	-5%	0%	6%
26	CNC(=O)c1cc2cc(OC)ccc2oc1=O	-9%	-6%	-22%	-11%	9%
27	O=C(NCc1cccs1)C1CCN(C(=O)NCc2ccccc2)CC1	-8%	20%	0%	-11%	18%
28	Cc1ccnc(-n2c(C)cc(C=O)c2C)c1	-5%	1%	0%	-3%	-2%
29	CC(C)(C)c1ccc(C(=O)NC(=O)COC(=O)c2ccc(Br)o2)cc1	/	0%	24%	-8%	8%
30	Cc1ccnc(NC(=O)Nc2ccc3c(c2)OCO3)c1	5%	-4%	-10%	0%	16%
31	O=C(Nc1ccc(N2CCOCC2)nc1)c1ccccc1Cl	-11%	12%	3%	14%	23%
32	O=[N+]([O-])c1ccc2c(c1)nc1n2CCN(CC2CCCO2)C1 (centres undefined)	9%	6%	-10%	5%	4%

nr	KB-3-1 cytotox	TDP43 rescue	GLP1R inv ag	HEK293 tox
25	-4%	-11%	3%	-3%
26	-2%	7%	0%	59%[activator]
27	23%	12%	3%	1%
28	-3%	5%	4%	-3%
29	/	11%	4%	-2%
30	16%	7%	-27%	-2%
31	6%	2%	19%	2%
32	-3%	22%	5%	0%

# Following part.
nr	Structure	KB-V1 MDR tox	HT1080 IDH1KD tx	SW480 rereplic	GLP1R ag	HT1080NT lethal
33	COc1ccc(/C=C/C(=O)N2CCN(S(=O)(=O)c3ccccc3Br)CC2)cc1OC	-22%	4%	-24%	-3%	4%
34	COc1ccc(Nc2cc(Cl)nc(N)n2)cc1OC	-1%	-17%	1%	3%	5%
35	COc1cccc(CNC(=O)CNC(=O)N2CC(=O)Nc3ccccc32)c1	?	15%	-2%	-3%	-1%
36	CS(=O)(=O)N(Cc1ccc(Cl)cc1)c1ccc(C(=O)NCC2CCCO2)cc1 (centres undefined)	0%	-2%	-15%	7%	-6%
37	COc1ccccc1C(=O)NCC(=O)N1CCN(C/C=C/c2ccccc2)CC1	8.2µM*	8%	1%	1%	-3%
38	Cc1ccc(C(=O)OCC(=O)Nc2ccc(F)c(Cl)c2)o1	?	4%	2%	11%	-2%
39	CCCCN(CCCC)CCNC(=O)CNC(=O)c1cccs1	-23%	-2%	-7%	-16%	9%
40	CCn1c(N2CCN(S(=O)(=O)c3ccc(Cl)cc3)CC2)nc2ccccc21	8.2µM*	?	-1%	11%	-27%
41	CCCN(CC(=O)Nc1ccc(C(C)=O)cc1)CC(=O)Nc1ccccc1C	?	7%	-10%	14%	-1%
42	COc1cc(/C=N/Nc2cccc(C)c2)cc(Br)c1O	-2%	?	1%	0%	?

nr	KB-3-1 cytotox	TDP43 rescue	GLP1R inv ag	HEK293 tox
33	?	22µM*	-11%	-1%
34	12%	6%	220%[activator]	10%
35	10%	-8%	7%	-12%
36	0%	-17%	-9%	-12%
37	0%	28%	-28%	-18%
38	4%	16%	-10%	-2%
39	-6%	-18%	0%	-24%
40	?	-17%	?	-19%
41	11%	4%	8%	3%
42	?	?	?	-9%
